Assay outcomes deposited in PubChem by National Center for Advancing Translational Sciences (NCATS).
Anesthetic bind: candidate novel general anesthetic via apoferritin binding. P02791. AID 485281. Potency, µM (titrated, usually from 77.5 µM), without a hit: top-dose activity change, negative = displacement, hits mostly inhibitors. apoferritin/1-aminoanthracene competitive binding, fluorescence. 350,000 compounds, 0.074% hits; further: potency means the concentration at half of the fitted maximal effect; on the % scale 0 is the no-effect control and ±100 the full control effect; nearly all actives have a fitted effect of over 20% in size
Target sequence (P02791 2-175 limits assumed): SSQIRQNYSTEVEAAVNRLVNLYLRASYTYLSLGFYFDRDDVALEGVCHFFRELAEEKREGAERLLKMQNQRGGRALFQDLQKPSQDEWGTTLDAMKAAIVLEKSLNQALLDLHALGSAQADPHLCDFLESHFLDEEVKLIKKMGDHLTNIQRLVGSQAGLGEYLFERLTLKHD
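Horse-spleen apoferritin (10 uM) was mixed with 50% saturated 1-aminoanthracene in PBS, exposed to compounds for 10 min at room temperature, and read for fluorescence (ex 380 nm, em 535 nm). Competitive displacement was fitted with a four-parameter Hill equation.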
ERG Ets-DNA blk: ERG Ets/DNA interaction inhibition; P11308; fluorescence polarization, His-ERG Ets domain / labelled DNA; Potency, µM (series often up to 76.9 µM), for the others: at the top dose FP activity, negative = inhibition, usual class: inhibitors; 370,000 compounds, 0.028% hits; active means well fitted inhibition curve with a large enough effect in the polarisation, with a control signal flat; inconclusive means small, poorly fitted or top-dose-only effect, or effect the other way, or a change in a side signal; inactive means no such curve, though single readings can be large or run the other way; the % refers to the polarisation;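 further: polarization taken with two DNA probes labelled with fluorescein and Texas red; potency means the concentration at half of the fitted maximal effect; % of control where 0% means no effect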
Target sequence (P11308 whole entry, looked up, the tested form may be a part): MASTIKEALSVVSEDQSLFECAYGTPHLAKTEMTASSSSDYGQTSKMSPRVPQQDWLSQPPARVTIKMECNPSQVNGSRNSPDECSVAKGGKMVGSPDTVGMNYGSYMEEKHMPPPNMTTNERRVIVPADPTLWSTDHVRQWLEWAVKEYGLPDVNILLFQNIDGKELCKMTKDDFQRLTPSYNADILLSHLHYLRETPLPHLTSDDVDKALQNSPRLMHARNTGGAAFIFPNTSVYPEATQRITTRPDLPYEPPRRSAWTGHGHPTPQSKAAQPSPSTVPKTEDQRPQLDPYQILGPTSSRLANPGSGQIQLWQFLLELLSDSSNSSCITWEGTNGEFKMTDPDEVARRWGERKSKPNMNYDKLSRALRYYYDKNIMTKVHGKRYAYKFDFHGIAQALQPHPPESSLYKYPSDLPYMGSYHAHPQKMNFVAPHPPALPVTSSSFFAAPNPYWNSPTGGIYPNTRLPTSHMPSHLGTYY
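His-tagged ERG Ets domain (1 uM in the protein solution; 300mM KCl, 50mM Tris-HCl, 1mM EDTA, 1mM DTT, pH 7.5) received compound, then a probe mix of 5 nM fluorescein-DNA and 100nM Texas-615-DNA. Fluorescence polarization was read for both dyes.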
APEX1 inh: inhibitors of human APE1 endonuclease | P27695 | recombinant APE1, TAMRA/BHQ-2 abasic DNA cleavage fluorescence | Potency, µM (top dose mostly 65.8 µM), inactives show at the highest dose activity change, negative = inhibition, hits mostly inhibitors | 350,000 compounds, 0.35% hits | AID 2517;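 further: potency means the concentration at half of the fitted maximal effect; plate controls were vehicle for no effect and reference inhibitor for full effect; nearly all actives have a fitted effect of over 55% in size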
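Kinetic fluorescence read (525 ex/598 em nm, three reads 60 s apart) of AP-site incision; signal = third minus first read. Enzyme 0.75 nM, dual-labelled THF duplex 50 nM, compound preincubation 15 min RT.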
Pol kappa inh: blocks human DNA polymerase kappa activity. Q9UBT6. Potency, µM (doses to about 107 µM), for the others: top-dose activity, negative = inhibition, most hits filed as inhibitors. 400,000 compounds, 0.53% hits. purified Pol kappa, fluorescent DNA synthesis assay, 10 min; further: potency means the concentration at half of the fitted maximal effect; on the % scale 0 is the no-effect control and ±100 the full control effect
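Pol kappa 10 nM + cpd, 15 min RT; start w/ substrate 50 nM final; fluorescence kinetic read, 0 and 10 min. Neg ctrl: buffer, no enzyme.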
LDHA inh: LDHA (human) enzyme inhibition; AID 1347041; activity change, % (values are at about 110 or 230 µM); 480,000 compounds, 0.15% hits; purified LDHA, NADH/diaphorase-resazurin fluorescence; stronger effect = lower value; P00338; in the data active means activity change below about -30%; inconclusive means mostly about -25% to -30%;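 further: plate controls were DMSO wells for no effect and wells without enzyme for full effect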
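Human LDH5 (2 nM) was incubated with 0.06 mM NADH and 0.2 mM pyruvate for 5 min at room temperature in Tris pH 7.4. Remaining NADH was coupled through diaphorase/resazurin, and resorufin fluorescence was read at 0 and 20 min.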
RGS4 inhibitor: human RGS4 inhibition; P49798; Transcreener GDP fluorescence polarization, RGS4-accelerated GTP hydrolysis; Potency, µM (highest dose often 114 µM), for the others: at the top dose activity change, negative = inhibition, most hits filed as inhibitors; 390,000 compounds, 0.039% hits; further: potency means the concentration at half of the fitted maximal effect; on the % scale 0 is the no-effect control and ±100 the full control effect; nearly all actives have a fitted effect of over 75% in size; some results filed as inactive show a strong effect at the top dose
Target sequence (P49798 whole entry, looked up): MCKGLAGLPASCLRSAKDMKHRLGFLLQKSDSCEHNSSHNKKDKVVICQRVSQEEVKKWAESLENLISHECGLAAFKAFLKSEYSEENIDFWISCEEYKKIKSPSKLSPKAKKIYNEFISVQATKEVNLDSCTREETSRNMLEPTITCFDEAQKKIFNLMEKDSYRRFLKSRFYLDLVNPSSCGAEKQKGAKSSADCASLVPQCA
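MLSMR compounds (23 nl, pin-transferred) preincubated 10 min at room temperature with a 500nM (2x) first reagent, then RGS4 at 900nM (2x) plus Transcreener GDP mix added; fluorescence polarization (620/688 nm) read before and after 90 min at 30 °C.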
POLH inh: blocks human DNA polymerase eta activity; 390,000 compounds, 1.2% hits; Q9Y253; recombinant Pol eta, fluorescent DNA replication assay; AID 588591; Potency, µM (top dose mostly 114 µM), for the others: at the highest dose activity change, negative = inhibition, actives largely listed as inhibitors; further: potency means the concentration at half of the fitted maximal effect; on the % scale 0 is the no-effect control and ±100 the full control effect
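Fluorescent replication assay: 50 nM final substrate added after a 15 min room-temperature compound preincubation with 10 nM enzyme. Signal taken at 0 min and again at 10 min.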
ALOX12 inh: ALOX12 (human) lipoxygenase inhibition; P18054; purified 12hLO, xylenol orange hydroperoxide absorbance; Potency, µM (titrated, usually from 108 µM), inactives show at the highest dose activity change, negative = inhibition, actives largely listed as inhibitors; 580,000 compounds, 1.1% hits; AID 1671190; further: potency means the concentration at half of the fitted maximal effect; on the % scale 0 is the no-effect control and ±100 the full control effect
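Hydroperoxide product was detected by ferrous iron/xylenol orange as the 573 to 405 nm absorbance ratio. Arachidonic acid at 40 uM (final) was turned over for 30 min at room temperature by 150 nM human 12hLO, pH 7.0 Hepes buffer, after 15 min compound preincubation.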
POLB inh: blocks human DNA polymerase beta activity. P06746. Pol beta primer extension/strand displacement, fluorescence kinetic. Potency, µM (titrated, usually from 114 µM), without a hit: at the top dose activity change, negative = inhibition, hits mostly inhibitors. 340,000 compounds, 1.3% hits. AID 485314; further: potency means the concentration at half of the fitted maximal effect; on the % scale 0 is the no-effect control and ±100 the full control effect
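Homogeneous kinetic assay of primer extension and strand displacement by 10 nM Pol beta, preincubated 15 min at room temperature with compound before 50 nM substrate (final) was added. Read at 0 and 10 min; four-parameter Hill fit.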
An asterisk follows results filed as active; i = inactive; ? = inconclusive; . = no result given; & = joins results of further samples; [ ] = another dose, or the depositor's remark. Unless noted, the call rests on the fitted dose curve; in most records, active means well fitted curve in the direction sought with a large enough effect; inconclusive means small, poorly fitted or top-dose-only effect, or another doubt; inactive means no such curve, though single readings can be large; an effect the other way counts as inactive or inconclusive. An excerpt, so the mix of outcomes need not match the whole.

molecule	Anesthetic bind	ERG Ets-DNA blk	APEX1 inh	Pol kappa inh	LDHA inh	RGS4 inhibitor	POLH inh	ALOX12 inh	POLB inh
CCOC(=O)Cn1c2c(c(=N)c3c1CCC3)CCC2	-10%	5%	1%	10%	3	-27%	-7%	-1%	6%
CCN(CC(=O)Nc1ccc(OC)cc1)C(=O)CSCC(=O)Nc1ccc(C)cc1	-4%	69%[activator]	3%	-13%	-7	14%	-1%	0%	1%
COc1ccc(CNC(=O)C(=O)NCC(c2cccnc2)N2CCN(c3ccccc3)CC2)cc1 (centres undefined)	-18%	1%	.	?	-5	-36%	-19%	6%	0%
O=C(CN1CCN(C/C=C/c2ccccc2)CC1)NCc1ccc(Cl)cc1	1%	2%	0%	7%	-3	5%[11.4 µM]	-20%	2%	10%
CCCS/C(N)=N/N=C/c1ccccc1O	-22%	0%	-6%	-4%	0	9%	-7%	403%[activator]	-1%
O=C(Nc1ncn[nH]1)c1cccc(S(=O)(=O)N2CCOCC2)c1	-3%	2%	5%	6%	-3	8%	-14%	0%	1%
O=C(Cc1noc2ccccc12)Nc1ccc(Cl)cc1	5%	-5%	-3%	1%	-7	5%	-13%	-15%	2%
CCOC(=O)N1CCN(c2ccc([N+](=O)[O-])cc2F)CC1C (centres undefined)	-11%	-13%	2%	-16%	-2	10%	-15%	?	0%
Cc1cccc(CCNC(=O)C2CCCN(S(=O)(=O)c3ccc4c(c3)oc(=O)n4C)C2)c1 (centres undefined)	-13%	2%	.	-5%	-12	16%	-16%	-18%	0%
NS(=O)(=O)c1cc([N+](=O)[O-])ccc1NCc1cccnc1	-7%	0%	44%	-2%	1	-18%	-21%	0%	0%
O=C(CN1C(=O)C2CCCCN2c2ccc(C(=O)N3CCCC3)cc21)NCc1ccccc1 (centres undefined)	-9%	1%	.	-4%[60.1 µM]	-8	8%	-9%	-10%	11%
O=C1CN(C(=O)CCN2CCOCC2)C(c2ccccc2)c2cc(Br)ccc2N1 (centres undefined)	-7%	2%	-4%	1%	-6	7%	1%	0%	13%
O=C(CC1NC(=O)NC1=O)Nc1ccccc1 (centres undefined)	-2%	5%	7%	-12%	0	3%	7%	0%	-25%
CN(C)c1ccc(/C=N/NC(=O)c2ccccn2)cc1	-2%	-2%	5%	-5%	-6	8%	-16%	108%[activator]	?
CC#CCNCc1ccccc1	-7%	-5%	-1%	9%	1	-9%	-5%	-28%	1%
Clc1cc(NCc2cccs2)ccc1N1CCOCC1	-6%	-1%	-3%	5%	17	-37%	-10%	0%	-13%
Cc1cc(C)cc(C(=O)NCC(=O)OCC(=O)NCc2ccco2)c1	-6%	1%	-6%	-9%	-1	-22%	-6%	-21%	0%
COc1ccccc1CN1CCCC(CN(CCN(C)C)C(=O)c2ccc(C)cc2)C1 (centres undefined)	3%	17%	33%	13%	-1	16%	6%	357%[activator]	-20%
Cc1ccc(-n2c(-c3ccccc3)c[nH]c2=S)cc1	5%	8%	14%	-5%	0	?	-14%	?	30%
CCOC(=O)c1c(CC(C)C)csc1NC(=O)COC(=O)C1=NNC(=O)CC1	.	1%	-8%	-3%	-3	-16%	-8%	2%	.
CCCn1c2ccccc2c2cnn(CC(=O)NCc3cc(OC)ccc3OC)c(=O)c21	2%	2%	.	-12%	-8	2%	-3%	?	78%
COc1ccc(C2C3=C(CC(C)(C)CC3=O)Nc3nc(C)nn32)cc1OC (centres undefined)	-6%	-4%	3%	-17%	-9	21%	4%	73%[activator]	3%
Cc1oc2ccc(Br)cc2c(=O)c1-c1nn[nH]n1	-12%	2%	2%	-7%	-9	-3%	-8%	-12%	-12%
OC(COc1ccc(Cl)cc1)CN1CCN(c2ccccc2)CC1 (centres undefined)	7%	-3%	2%	-12%	-4	15%	-10%	?	15%
N#Cc1cnn2c(C(F)(F)F)cc(-c3ccccc3)nc12	-3%	9%	48%	1%	0&2	-13%	-11%	0%&13%	26%
Cn1c(O)c(N=Nc2ccccc2[N+](=O)[O-])c2ccccc21	-8%	-3%	-12%	-2%	-10	28%	-7%	0%	-10%
COc1cc2c(cc1OC)C1=C(C#N)CN(CC(=O)O)CN1CC2	0%	11%	-8%	-26%	-12	?	-5%	-25%	0%
Cc1cc(C)c(S(=O)(=O)N2CCC(C(=O)NCc3ccncc3)CC2)c(C)c1	-2%	-2%	2%	-23%	-3	-1%	2%	0%	-24%
CCOC(=O)CSc1nc(-c2ccccc2)ns1	-19%	8%	-1%	-12%	1	-53%	-4%	?	11%
CCN=C(NCC)SC1CC(=O)N(c2cccc(OC)c2)C1=O (centres undefined)	-19%	7%	21%	-36%	1	-6%	-3%	?	-1%
CCOC(=O)c1c(S(=O)(=O)NCC(=O)Nc2ccc(OC)cc2)c(C)n(C)c1C	4%	-4%	-11%	9%	-11	8%	-4%	40%[activator]	-1%
c1ccc(-c2cccc(-c3ccccc3)n2)cc1	1%	14%	32%	3%	1	-14%	-9%	0%	-3%
CC1CC(C)CN(C(=O)C2CCN(C(=O)Nc3ccccc3)CC2)C1 (centres undefined)	.	.	39%	-1%	0	39%	-5%	1%	.
CC(=O)Nc1ccc(S(=O)(=O)NC2(c3ccccc3)C(=O)N(C)C(=O)N(C)C2=O)cc1	.	.	.	0%	-9	-15%	-14%	-19%	.
COc1ccc(CCNC(=O)C2CCN(c3nn4c(=O)cc(C)nc4s3)CC2)cc1OC	-7%	6%	-8%	-8%	-2	-24%	2%	2%	-17%
CN(C)CCCn1c(SCC(=O)N2CC(=O)Nc3ccccc32)nc2ccccc2c1=O	-1%	2%	18%	0%	-5	-28%	-10%	0%	4%
CS(=O)(=O)c1cccc(C(=O)Nc2ccc3c(c2)OCCCO3)c1	3%	-2%	13%	-14%	1	5%	3%	-7%	17%
CCOC(=O)c1c(O)c(O)c(C(=O)OCC)n1-c1ccccc1	-4%	1%	-1%	-13%	14	-42%	-1%	?	10%
Cc1cccc(Oc2ccc(C(=O)NC3CCSC3=O)cn2)c1C (centres undefined)	-15%	-15%	-1%	-8%	-4	-8%	-19%	0%	21%
COc1cc2c(cc1NC(=O)CSc1nc3cc(Cl)ccc3s1)oc1ccccc12	5%	1%	-7%	-10%	-1	-13%	-12%	-6%	34%
CC(=O)N1CCc2cc(S(=O)(=O)N3c4ccccc4CC3C)ccc21 (centres undefined)	-8%	.	0%	-8%	-12	19%	-4%	-6%	-24%
COc1cc2c(cc1OC)[C@@H]1Cc3ccc(OC)c(OC)c3CN1CC2	4%	-5%	14%	-12%	0	8%	-10%	-11%&53%	0%
Cc1cccn2c(=O)c3cc(S(=O)(=O)c4ccccc4)c(=N)n(CC4CCCO4)c3nc12 (centres undefined)	-9%	-2%	-2%	0%	-7	3%	-20%	.	2%
O=C(COC(=O)C1CCN(S(=O)(=O)c2cccs2)CC1)c1ccccc1	-13%	6%	-9%	-9%	-8	-5%	-11%	10%	10%
O=C(COc1ccc(Br)cc1CO)Nc1ccc(F)cc1	5%	3%	2%	-17%	-3	-21%	-15%	-6%	-22%
COCCC1CCCCN1C(=O)c1cccc(OC2CCN(S(C)(=O)=O)CC2)c1 (centres undefined)	-5%	-7%	-6%	-6%	-1	5%	-18%	-5%	1%
COc1ccc(C(=O)Nc2ccc3c(c2)CCCN3C(=O)c2cccs2)c(OC)c1	-4%&1%	-1%&5%	-15%	-3%	-5&-1	6%&-1%	-16%&-14%	?	12%&7%
Cc1ccc(-c2noc(-c3ccccc3C(=O)N3CCCC3)n2)cc1	-18%	4%	2%	6%	-5	-43%	-12%	0%	-8%
Cc1ccc2oc(=O)c3cc(C(=O)N4CCN(c5ccccc5F)CC4)sc3c2c1	-9%	-7%	.	-34%	-9	14%	-2%	-12%	17%
CC(=O)N[C@@H](Cc1c[nH]c2ccccc12)C(=O)NC1CCCc2ccccc21 (some centres undefined)	-2%	-5%	88%[activator]	-6%	-10	4%	6%	-9%	-1%
Cc1ccc(OCC(=O)N/N=C/c2cccc3cccnc23)cc1	?	5%	-23%	1%	-3	1%	1%	i	-20%
